# Screening results from PubChem BioAssay.
# CXCR6 inh: blocks human CXCR6 beta-arrestin recruitment. inhibition, % at 20 µM. CHO-K1 PathHunter CXCR6 beta-arrestin, luminescence. actives 0.36% (n = 360,000). O00574; in the data active means inhibition above about 34%, passing the limit was not always enough;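 further: antagonist mode with CXCL16 agonist at 10 nM final; 0% = 10 nM CXCL16 with DMSO and 100% = unstimulated wells without agonist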
# Target sequence (O00574 whole entry, looked up): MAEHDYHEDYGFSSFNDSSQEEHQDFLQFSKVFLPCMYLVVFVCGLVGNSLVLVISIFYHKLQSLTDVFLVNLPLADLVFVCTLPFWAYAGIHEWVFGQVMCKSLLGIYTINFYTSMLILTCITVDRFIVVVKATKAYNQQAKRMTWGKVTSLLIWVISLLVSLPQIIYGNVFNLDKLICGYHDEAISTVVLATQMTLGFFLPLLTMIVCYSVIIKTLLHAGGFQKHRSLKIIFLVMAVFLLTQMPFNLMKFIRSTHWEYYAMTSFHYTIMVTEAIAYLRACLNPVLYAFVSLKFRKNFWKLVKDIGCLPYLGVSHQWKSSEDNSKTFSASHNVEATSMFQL
# tim23-1 inh: tim23-1 yeast growth inhibition | actives 1.3% (n = 330,000) | inhibition, % at 20 µM | S. cerevisiae tim23-1 growth, BacTiter-Glo luminescence, 24 h;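 active means growth inhibition of the mutant yeast at or above 50%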;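 further: temperature-sensitive mutant grown at 25 °C; plate controls were DMSO-treated mutant yeast for no effect and medium wells lacking yeast for full effect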
# TIM10 inh: inhibits growth of TIM10 yeast strain; S. cerevisiae TIM10 strain growth, BacTiter-Glo luminescence, 24 h; inhibition, % at 10 µM; actives 1.4% (n = 330,000);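 active means inhibition of 40% or more at the single tested concentration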;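 further: wild-type TIM10 isogenic control strain grown at permissive 25 °C; 0% = DMSO yeast wells and 100% = minimal medium wells without yeast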
# Mdm2 MdmX PPI: disrupts the human Mdm2-MdmX interaction; inhibition, % at 8 µM; actives 3% (n = 330,000); SaOS-2 split-luciferase Mdm2/MdmX complementation, luminescence; O15151+Q00987;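 active means inhibition of at least 50% at 8 µM in the primary screen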
# UPR XBP1 act: adaptive UPR (XBP1) activation | AID 463104 | CHO-XBP1 luciferase reporter, IRE1-XBP1 UPR activation, luminescence; percent of tunicamycin response, DMSO as zero | actives 0.33% (n = 330,000) | activation, % at 20 µM;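 active means versus positive control, 20 µM dose yields 30% or more activation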;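 further: 100% = tunicamycin at 10 µg/mL and 0% = DMSO only wells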
#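 Test system: CHO-XBP1 luciferase reporter cells | Buffer or medium: Serum-containing F12 medium, 10% FBS | Schedule: 6 h compound exposure at 37 °C, 5% CO2 | Detection: Steady-Glo luciferase glow luminescence, 10 min after reagent addition | Read-out basis: Activation, % of tunicamycin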
# tim10-1 inh: tim10-1 yeast growth inhibition | S. cerevisiae tim10-1 ts strain growth, BacTiter-Glo, 24 h | actives 2.2% (n = 330,000) | inhibition, % at 20 µM;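 active means inhibition of at least 40%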;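 further: mutant grown at 25 °C; 0% = DMSO wells with yeast and 100% = wells holding no yeast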
# APJ antag: blocks the human apelin receptor APJ | P35414 | CHO-K1 APJ beta-arrestin complementation, luminescence | inhibition, % at 20 µM | actives 0.32% (n = 330,000);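 active means inhibition above about 40% at 20 µM, limit read from the data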;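 further: cells challenged with 10 nM apelin-13 agonist together with compound; plate controls were apelin-13 plus DMSO wells for no effect and DMSO wells lacking apelin-13 for full effect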
# Target sequence (P35414 whole entry, looked up): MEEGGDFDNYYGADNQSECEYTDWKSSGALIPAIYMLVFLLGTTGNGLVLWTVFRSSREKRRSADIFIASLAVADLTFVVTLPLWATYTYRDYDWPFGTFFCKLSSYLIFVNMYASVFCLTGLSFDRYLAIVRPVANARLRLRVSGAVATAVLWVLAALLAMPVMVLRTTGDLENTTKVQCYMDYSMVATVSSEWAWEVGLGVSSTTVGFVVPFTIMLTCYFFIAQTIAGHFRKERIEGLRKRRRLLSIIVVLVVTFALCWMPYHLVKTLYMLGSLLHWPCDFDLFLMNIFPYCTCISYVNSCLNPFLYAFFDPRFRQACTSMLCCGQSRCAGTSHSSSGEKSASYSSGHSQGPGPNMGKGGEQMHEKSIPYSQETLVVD
# APJ agonist: agonists of human APJ apelin receptor | P35414 | activation, % at 20 µM | AID 2520 | CHO-K1 APJ PathHunter beta-arrestin, luminescence; 0% DMSO wells, 100% apelin | actives 0.11% (n = 330,000);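 active means activation more than six SD over the plate average, tested at 20 µM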;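 further: 0% = DMSO alone and 100% = apelin-13 at 10 nM; some results filed as inactive read as strong as hits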
#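 assay system = CHO-K1 APJ beta-arrestin complementation cell line | input = cell density 1000 per well | dosing = compound 20 µM once, DMSO 1% | timing = compound 90 min 25 °C, reagent 1 h | measured by = luminescence from split beta-galactosidase complementation, Galacton Star/Emerald II substrate | read-out basis = APJ agonist activity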
# CHOP UPR activ: activators of apoptotic arm of unfolded protein response (CHOP); actives 0.34% (n = 330,000); CHO-CHOP luciferase reporter, UPR activation, luminescence; percent of tunicamycin response over DMSO baseline; AID 449763; activation, % at 10 µM;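 active means at 10 µM dose, activation of 40% or more, normalized to positive control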;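 further: 100% = tunicamycin at 10 µg/mL and 0% = DMSO alone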
#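 Assay system: CHO-CHOP cells, stable luciferase reporter of PERK-eIF2a-CHOP signalling / Buffer or medium: F12 plus 10% serum / Compound dosing: one dose, 10 µM in 0.5% DMSO / Times: 6 h compound treatment, 37 °C / Technique: luciferase luminescence / Read-out: % reporter activation, DMSO baseline versus tunicamycin full activation / Benchmarks: tunicamycin and DMSO controls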
# * marks the source's active call; other numbers are inactive results; · = no result given. This is a subset (hit frequency here may not be typical).
molecule,CXCR6 inh,tim23-1 inh,TIM10 inh,Mdm2 MdmX PPI,UPR XBP1 act,tim10-1 inh,APJ antag,APJ agonist,CHOP UPR activ
Cc1onc(-c2ccccc2)c1C(=O)N/N=C(\N)COc1ccc(Cl)cc1,-2.3,-10.7,7.5,3.1,-0.9,27.9,-6.9,-2.5,1.8
CCOc1ccc(N(C(=O)C2CCCO2)C2C=CS(=O)(=O)C2)cc1 (stereo not given),-1.9,-1.1,-4.6,11.1,2.9,12.6,7.8,-4.5,0.2
N#Cc1nc(-c2ccco2)oc1NCCCn1ccnc1,-16.3,-9.2,-10.2,0.1,3.5,-16.3,19.9,-1.8,-0.7
CC(CN1CCCCC1)OC(=O)C1c2ccccc2Oc2ccccc21 (stereo not given),-3.8,-15.8,-58.5,10.2,-1.9,-27.1,8.3,1.3,-1.3
COc1ccc(CC(=O)NNS(=O)(=O)c2ccccc2[N+](=O)[O-])cc1,-3.0,7.9,7.2,2.0,3.6,-9.7,19.8,-0.9,2.0
Cc1cccc(C)c1OCc1nnc2c3cnn(C)c3ncn12,0.4,21.5,10.8,10.3,1.5,12.8,0.7,-2.7,1.6
CCCn1nc(Oc2nc(NC(C)C)nc(N(C)C)n2)ccc1=O,-0.8,14.4,2.3,0.5,-1.0,21.8,-12.1,-1.7,-0.1
Cc1cc(C)cc(OCC(=O)N2N=C(c3cccnc3)CC2(O)C(F)(F)F)c1 (stereo not given),2.6,35.4,24.3,6.5,-0.6,33.5,0.8,-2.5,-0.6
CCC1(C)Cc2c(sc(NC(=O)CCC(=O)O)c2C#N)CO1 (stereo not given),-8.4,8.4,-1.3,1.1,0.4,5.4,8.6,-1.8,-2.2
COc1ccc(NC(=O)Cn2cc(C(C)=O)c3ccccc32)cc1,-7.5,9.7,-3.0,-11.1,-5.8,-5.1,3.1,8.5,0.5
Cc1cccc(CSc2ccc(S(=O)(=O)N3CCCC3)cn2)c1,6.5,-8.3,1.0,26.4,-0.5,9.6,6.2,1.3,-0.8
N#C/C(=C\c1ccc([N+](=O)[O-])cc1)C(=O)NCCCn1ccnc1,-19.3,-15.1,-16.4,4.7,-2.4,-14.0,-99.4,6.8,-1.1
Cn1c(CN2CCCCC2)nc2cc(NS(=O)(=O)c3ccc(Cl)cc3)ccc21,3.3,12.0,-19.1,14.8,-2.1,8.3,-7.0,-1.4,-0.3
CC(NC(=O)CSc1nnc(CC(=O)Nc2ccc(Cl)c(Cl)c2)n1C)c1ccccc1 (stereo not given),0.6,0.7,4.8,15.8,0.6,-3.6,7.7,-1.4,-1.8
CN(C)NC(=S)NC1CCS(=O)(=O)C1 (stereo not given),-1.2,-7.9,-0.3,-10.2,-1.4,-4.8,-13.8,-3.6,-1.6
CS(=O)(=O)c1ccc2nc(NC(=O)CS(=O)(=O)Cc3ccccc3)sc2c1,-3.8,-8.5,-5.3,-1.1,-3.3,-5.0,-9.2,-0.3,0.8
CCOCCCNC(=S)NCCCNc1nc2ccc(C)cc2cc1C#N,·,1.9,0.6,21.6,-1.4,12.1,1.3,-3.3,-0.2
CC(C)CC(=O)NC(=S)Nc1ccc(S(=O)(=O)N2CCCC2)cc1,-1.2,25.7,20.0,7.5,-1.7,29.9,3.6,-4.8,0.0
O=C1CC(N2CCN(C/C=C/c3ccccc3)CC2)C(=O)N1Cc1ccc(N2CCCC2=O)cc1 (stereo not given),-5.7,12.8,5.0,25.5,-1.9,7.3,-15.7,-2.6,0.9
Cc1nn(C)c(Oc2cccc(Cl)c2)c1C#N,0.3,4.0,-1.4,6.1,-2.6,9.9,7.0,-3.4,-0.8
Cc1nn(Cc2ccc(C(=O)NC3CCCCC3)o2)c(C)c1Br,-5.6,34.5,28.6,30.6,-3.9,6.4,7.9,2.3,-2.2
C[C@H](C(O)c1ccccc1)N(C)C(=O)CN (stereo not given in full),5.6,4.8,0.3,21.5,0.8,5.1,1.2,-4.6,-1.4
CCCCCn1c(=O)[nH]c2cc(C(=O)NCCN3CCCCC3C)ccc2c1=O (stereo not given),12.8,5.2,11.1,13.2,-2.5,14.2,5.5,-2.5,-0.7
COc1ccccc1NC(=O)C(O)C(O)C(=O)Nc1ccccc1OC (stereo not given),-6.0,12.6,7.7,10.2,-0.6,6.0,4.0,3.9,1.5
COc1ccc(Cl)cc1C(=O)NNC(=O)C1COc2ccccc2O1 (stereo not given),6.1,5.9,-2.0,-8.2,2.2,27.8,16.2,-2.9,1.5
CC(C(=O)Nc1ccccc1-c1ccccc1)N1CCCCC1 (stereo not given),-0.7,14.3,3.2,6.5,-1.7,8.1,11.6,-3.3,-1.2
Cn1cnc([N+](=O)[O-])c1Sc1n[nH]c(N)n1,4.7,-0.8,0.7,-6.1,-6.3,11.1,-0.9,0.3,2.1
CCNCc1nc2cc(Cl)ccc2c(=O)[nH]1,0.3,1.3,2.7,8.8,-1.9,-1.6,16.4,-4.3,0.7
COc1ccc(-c2csc3ncn(-c4cccc(C)c4)c(=O)c23)cc1OC,-2.7,26.2,33.6,33.1,1.7,33.2,-13.7,-2.5,-2.1
CC(=O)Oc1ccc2c(=O)c(N3C(=O)c4ccccc4C3=O)c(C)oc2c1,5.9,13.3,2.3,11.0,0.1,15.0,1.8,-3.6,-1.0

# Other records follow.
structure	CXCR6 inh	tim23-1 inh	TIM10 inh	Mdm2 MdmX PPI	UPR XBP1 act	tim10-1 inh	APJ antag	APJ agonist	CHOP UPR activ
CN(C)S(=O)(=O)c1cccc(C(=O)NCc2ccco2)c1	0.0	9.6	-13.7	8.4	2.8	13.3	-3.7	1.3	3.2
Cc1ccc(S(=O)(=O)CCC(=O)c2ccc(F)cc2)cc1	-2.3	4.5	13.7	3.2	-6.7	3.2	-2.3	0.2	3.3
O=C(Nc1ccccc1)c1cccc(N2C(=O)C3C4C=CC(C4)C3C2=O)c1 (stereo not given)	-1.6	15.2	3.6	0.3	-2.8	-9.6	-12.0	-0.9	1.9
Cc1nc(=O)c(-c2ccccc2)c(C)n1-c1ccccc1Cl	-4.8	0.2	7.2	5.6	-2.1	-1.4	17.8	-3.0	1.9
N#CC(c1ccc(F)cc1)c1ccc(C(=O)c2ccc(F)cc2)cc1 (stereo not given)	-11.4	5.3	9.8	9.8	-3.7	32.0	12.8	-4.1	-0.6
CCn1c(=O)c2cc(C(=O)NCCN(C)C)sc2c2ccccc21	1.2	5.9	4.0	17.6	-1.1	7.3	8.8	-1.5	-0.1
CC(C)CC(=O)NC(=S)Nc1ccc(NC(=O)c2cccs2)cc1	-7.0	21.5	51.4*	25.0	2.9	8.1	-8.8	-3.2	1.8
COc1ccc(S(=O)(=O)N(C)C)cc1NC(=O)c1ccc2c(c1)NC(=O)C(C)S2 (stereo not given)	-4.0	-2.9	-4.0	7.1	-3.8	-12.9	-12.4	-2.5	2.2
COc1ccccc1NC(=O)Nc1ccc(CC#N)cc1	-25.2	25.8	-3.3	8.3	2.4	-0.1	-21.6	-2.6	4.0
Cc1cc(NS(=O)(=O)c2ccc(NC(=O)CSc3nnc(-c4ccco4)n3Cc3ccco3)cc2)nc(C)n1	1.6	4.3	17.4	8.2	-1.0	0.8	21.4	-2.1	0.6
NCC(c1ccc(Cl)cc1Cl)c1c[nH]c2ccccc12 (stereo not given)	-2.7	36.2	24.4	64.5*	4.1	32.9	-3.7	-1.2	2.0
Cc1[nH][nH]c(=O)c1N=Nc1ccccc1	-0.8	11.1	-13.7	23.8	-1.6	16.0	10.8	-4.4	1.2

# Filtered by structure, the compounds so far containing a nitro group on carbon
structure	CXCR6 inh	tim23-1 inh	TIM10 inh	Mdm2 MdmX PPI	UPR XBP1 act	tim10-1 inh	APJ antag	APJ agonist	CHOP UPR activ
COc1ccc(CC(=O)NNS(=O)(=O)c2ccccc2[N+](=O)[O-])cc1	-3.0	7.9	7.2	2.0	3.6	-9.7	19.8	-0.9	2.0
N#C/C(=C\c1ccc([N+](=O)[O-])cc1)C(=O)NCCCn1ccnc1	-19.3	-15.1	-16.4	4.7	-2.4	-14.0	-99.4	6.8	-1.1
Cn1cnc([N+](=O)[O-])c1Sc1n[nH]c(N)n1	4.7	-0.8	0.7	-6.1	-6.3	11.1	-0.9	0.3	2.1

# Returning to the listing, repeating the 3 entries before the break.
structure	CXCR6 inh	tim23-1 inh	TIM10 inh	Mdm2 MdmX PPI	UPR XBP1 act	tim10-1 inh	APJ antag	APJ agonist	CHOP UPR activ
Cc1cc(NS(=O)(=O)c2ccc(NC(=O)CSc3nnc(-c4ccco4)n3Cc3ccco3)cc2)nc(C)n1	1.6	4.3	17.4	8.2	-1.0	0.8	21.4	-2.1	0.6
NCC(c1ccc(Cl)cc1Cl)c1c[nH]c2ccccc12 (stereo not given)	-2.7	36.2	24.4	64.5*	4.1	32.9	-3.7	-1.2	2.0
Cc1[nH][nH]c(=O)c1N=Nc1ccccc1	-0.8	11.1	-13.7	23.8	-1.6	16.0	10.8	-4.4	1.2
CCOC(=O)N1CCN(S(=O)(=O)c2ccc(NC(C)=O)cc2)CC1	-10.7	11.6	15.2	35.7	-2.6	-2.0	-17.2	-2.4	0.7
Cc1cccc(NC(=O)CN2C(=O)COc3ccc(Cl)cc32)c1C	4.2	0.0	-2.5	22.2	-2.9	1.0	20.5	-3.9	5.3
O=C(O)C1C2C=CC(O2)C1C(=O)Nc1ccc(S(=O)(=O)Nc2ccccc2)cc1 (stereo not given)	1.6	-3.3	3.2	17.4	-0.4	6.7	-4.4	-3.1	-0.1
COc1cc(/C=C/C(=O)Nc2nnc(CC(C)(C)C)s2)cc(OC)c1OC	-0.5	3.8	2.9	37.5	-0.9	9.4	6.7	-1.4	1.4
CCn1cc(C(=O)NC(C)C23CC4CC(CC(C4)C2)C3)cn1 (stereo not given)	-2.0	22.6	16.5	16.4	2.4	21.9	13.1	0.5	2.2
